hK5 inh: human KLK5 protease inhibitors, primary screen, biochemical, 1536-well; recombinant hK5, fluorogenic AMC substrate cleavage; 0.59% of 210,000 active; Kallikrein-5 (Homo sapiens), Q9Y337; inhibition, % at 5 µM; AID 873, 2007;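 active = inhibition of 40% or more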;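 note: 0% = enzyme controls without compound and 100% = no-enzyme blanks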
Target sequence (Q9Y337 67-293 limits assumed): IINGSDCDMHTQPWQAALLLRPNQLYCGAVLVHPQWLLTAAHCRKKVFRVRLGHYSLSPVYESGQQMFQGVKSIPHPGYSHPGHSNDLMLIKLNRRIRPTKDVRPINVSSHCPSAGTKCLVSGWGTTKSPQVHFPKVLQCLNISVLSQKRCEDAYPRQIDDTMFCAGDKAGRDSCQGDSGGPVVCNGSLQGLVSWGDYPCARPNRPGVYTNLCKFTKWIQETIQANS
thrombin 1536: human alpha-thrombin inhibitors, primary screen, counter-screen for coagulation protease inhibitor project, biochemical, 1536-well, fluorogenic AMC substrate; Prothrombin (Homo sapiens), P00734; Boc-VPR-AMC fluorogenic substrate cleavage; inhibition, % at 5 µM; 0.26% of 220,000 active; AID 1046, 2008;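 active = inhibition at or above 40%; inactive = inhibition below 40%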;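 note: 0% = enzyme with no compound and 100% = wells without enzyme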
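Material: human alpha-thrombin protein; Also added: Boc-VPR-AMC substrate, 15 µM final; Timing: enzyme reaction carried out at room temperature; Signal: fluorescence, ex 355 nm, em 460 nm; Measure: % inhibition of thrombin; Controls: enzyme without compound as high, wells lacking enzyme as low.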
PERK inh: block of dimerizer-induced PERK translation repression, primary screen, PERK inhibitor project, CHO PERK-DD cells, SEAP luminescence, HTS | Eukaryotic translation initiation factor 2-alpha kinase 3 (Homo sapiens), Q9NZJ5 | CHO PERK-DD fusion, SEAP luminescence translation reporter | 0.17% of 220,000 active | inhibition, % at 5.6 µM;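 active = inhibition above the mean inhibition of all tested compounds plus 3 SD, set separately per screening campaign, cut at about 2.9% in these data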;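 note: PERK kinase domain activated by AP20187 dimerizer at 100 nM; 0% = DMSO with dimerizer and 100% = rapamycin at 8.4 µM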
Wee1 stabilizer: Wee1 degradation inhibitors, primary screen, cell-based, HeLa, Wee1K328M-luciferase, luminescence; Wee1-like protein kinase (Homo sapiens), P30291; HeLa Luc-Wee1K328M stability; 100% = proteasome inhibitor MG132 effect; reporter increase, % at 5 µM; 1.2% of 220,000 active; AID 1321, 2008;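 active = activation above the mean of all tested compounds plus 3 SD, set per screening run, cut at about 8.8% in these data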;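 note: cells exposed to compound for 20 h before luminescence read; 0% = DMSO alone and 100% = MG132 at 30 µM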
FXIa inh 1536: human FXIa protease inhibitors, primary screen, biochemical, 1536-well | inhibition, % at 5 µM | 0.14% of 220,000 active | purified FXIa, Boc-Glu-Ala-Arg-AMC fluorogenic substrate;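 active = inhibition of at least 40%; inactive = inhibition below 40%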;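 note: fluorescence of freed AMC excited at 355 nm; 0% = enzyme without compound and 100% = no enzyme blank; many of its hits are not listed in these tables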
Cl transport mod: KCC2 cotransporter modulators, thallium flux, primary screen, cell-based, HEK293 KCC2, FluoZin-2 fluorescence, MLSMR | Solute carrier family 12 member 5 (Homo sapiens), Q9H2X9 | KCC2 cells, thallium flux FluoZin-2 fluorescence | B-score of Tl+ flux slope (higher = more flux/activation; lower = inhibition) at 10 µM | 2.2% of 190,000 active | AID 1456, 2008;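 active = thallium flux slope and its plate-corrected score both differing from the plate sample mean at a set confidence after two filtering rounds, in either direction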;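 note: slope of fluorescence scaled to starting intensity during 10 to 20 s after thallium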
FXIIa inh: human FXIIa protease inhibitors, primary screen, biochemical, 1536-well; Coagulation factor XII (Homo sapiens), P00748; purified FXIIa, Boc-QGR-AMC fluorogenic substrate, 2 h; inhibition, % at 5 µM; 0.3% of 220,000 active; AID 800, 2007; in the data active = inhibition above about 40%;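 note: 0% = enzyme with no compound and 100% = blank without enzyme; many of its hits are not listed in these tables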
Furin inhibitor: human furin inhibitors, primary screen, biochemical, fluorescence intensity; inhibition, % at 30 µM; P09958; AID 463115, 2010; purified furin, fluorogenic substrate cleavage; 0.061% of 220,000 active; in the data active = inhibition above about 25%; note: inactives centre near -15
Target sequence (P09958 108-714 limits assumed): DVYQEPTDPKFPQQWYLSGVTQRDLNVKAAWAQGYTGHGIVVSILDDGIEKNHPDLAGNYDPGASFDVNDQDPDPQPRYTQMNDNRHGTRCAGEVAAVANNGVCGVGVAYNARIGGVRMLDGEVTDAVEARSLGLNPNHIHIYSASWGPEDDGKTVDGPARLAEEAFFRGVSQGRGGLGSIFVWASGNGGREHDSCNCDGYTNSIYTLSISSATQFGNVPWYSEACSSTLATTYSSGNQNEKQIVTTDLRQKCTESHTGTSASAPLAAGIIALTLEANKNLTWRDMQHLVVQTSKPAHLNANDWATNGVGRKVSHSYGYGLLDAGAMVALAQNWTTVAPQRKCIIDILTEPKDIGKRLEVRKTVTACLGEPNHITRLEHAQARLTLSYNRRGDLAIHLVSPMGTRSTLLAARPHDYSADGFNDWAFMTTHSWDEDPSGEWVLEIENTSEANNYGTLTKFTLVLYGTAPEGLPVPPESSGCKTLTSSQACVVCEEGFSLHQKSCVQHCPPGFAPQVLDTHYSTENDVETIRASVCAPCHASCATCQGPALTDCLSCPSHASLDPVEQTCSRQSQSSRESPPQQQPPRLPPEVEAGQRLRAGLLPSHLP
p97 inhibitor: inhibitors of human p97 ATPase, primary screen, biochemical; Transitional endoplasmic reticulum ATPase (Homo sapiens), P55072; recombinant p97 ATPase, Kinase-Glo ATP luminescence, 3 h; inhibition, % at 8 µM; 0.42% of 220,000 active; in the data active = inhibition above about 15%;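 note: 0% = DMSO vehicle and 100% = wells lacking enzyme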
Starred values were filed as active, the others as inactive; . = no result given; [ ] = another dose, or the depositor's remark.

The opening three compounds, to show the layout:
#	SMILES	hK5 inh	thrombin 1536	PERK inh	Wee1 stabilizer	FXIa inh 1536	Cl transport mod	FXIIa inh	Furin inhibitor	p97 inhibitor
1	CCn1c(C2CCN(S(=O)(=O)c3ccc(OC)cc3)CC2)n[nH]c1=S	16	-1	-0.4	2	26	.	13	-20	4
2	CN1C(=O)c2ccccc2OC1(C)Cc1ccccc1 (stereo not drawn)	-10	-3	0.4	8	9	-0.58	5	-17	2
3	CCCCn1nnnc1NCc1ccc(N(CC)CC)cc1	3	3	0.8	-1	0	0.1	2	-6[20 µM]	2

The listing, repeating the preview:
#	SMILES	hK5 inh	thrombin 1536	PERK inh	Wee1 stabilizer	FXIa inh 1536	Cl transport mod	FXIIa inh	Furin inhibitor	p97 inhibitor
1	CCn1c(C2CCN(S(=O)(=O)c3ccc(OC)cc3)CC2)n[nH]c1=S	16	-1	-0.4	2	26	.	13	-20	4
2	CN1C(=O)c2ccccc2OC1(C)Cc1ccccc1 (stereo not drawn)	-10	-3	0.4	8	9	-0.58	5	-17	2
3	CCCCn1nnnc1NCc1ccc(N(CC)CC)cc1	3	3	0.8	-1	0	0.1	2	-6[20 µM]	2
4	Cn1c(SCC(=O)N2CCOCC2)nnc1-c1cnccn1	-9	-7	1.3	0	-4	0.017	8	-10[20 µM]	1
5	O=C(NC(=S)Nc1ccc(N2CCOCC2)cc1)c1ccco1	-11	-4	0.2	-2	-4	11*	7	-19	-2
6	CNCCCCOc1ccc(C(C)(C)C)cc1Cl	-24	-1	0.1	-2	-8	0.29	-7	-22	0
7	COC(=O)Nc1ccc(S(=O)(=O)N(CCO)CCO)cc1	-9	-1	-0.1	-1	6	.	-14	-16[20 µM]	-1
8	O=C(CC1CC2CCC1C2)NCc1cccs1 (stereo not drawn)	16	3	0.1	1	6	1.7	9	-10	1
9	CC(C)(C)C(=O)Nc1ccc(-c2nc3ccccc3c(=O)o2)cc1	3	-6	1.4	4	0	0.94	6	-5	7
10	COc1ccc(NC(=O)CCN2C(=O)[C@@H]3[C@H](C2=O)[C@H]2C=C[C@@H]3C2)cc1	2	2	0.3	-2	0	0	5	-17	6
11	Cc1cc(NC(=O)CS(=O)(=O)c2cn(C)c3ccccc23)no1	-1	-2	0.9	2	6	1.3	11	-12	9
12	Cc1csc(SCC(=O)Nc2sccc2C(N)=O)n1	-9	-7	-0.1	2	-5	-1.4	0	-11	8
13	O=C(C1=C[C@H](c2ccc(Br)cc2)C[C@H](OCCCCO)O1)N1CCOCC1	-1	-8	0.8	0	-3	-1.7	8	-16	4
14	C/C(=N\NC(=O)C1CC1)c1cccs1	-6	-8	0.4	-1	-12	0.24	-4	-14	-8
15	Cc1ccccc1NC(=O)/C(C#N)=C/c1ccsc1	-8	-7	0.5	-1	-4	-0.59	4	-15	2
16	CC1=CC(C)C(/C=N/N=C(N)N)C(C)C1 (stereo not drawn)	-11	7	0.5	1	4	-1	3	-15	12
17	Cc1cccc(NC(=O)c2cc([N+](=O)[O-])ccc2Cl)c1O	-13	-4	0.6	1	-7	-3.6	-2	4	3
18	CCCCCCc1c(O)nc(SCCN(C)C)[nH]c1=O	-3	-4	0.5	2	-5	0.071	4	-13	-2
19	COc1cc(-c2nc(C(F)(F)F)c(OC)o2)cc(OC)c1OC	-14	-4	0.3	-3	-5	0.028	6	-8	-8
20	C=CCn1c(O)c(CN2CCCCC2)c(C)c(C#N)c1=O	3	1	0.5	-1	0	.	9	-14	2
21	O=C(N1CCCCC1)N1CCN(C(c2ccccc2)c2ccccc2)CC1	5	-1	-0.6	0	-2	0.64	9	-7[20 µM]	-8
22	N/C(=N\c1nc2c(c(=O)[nH]1)CCCC2)Nc1ccc(Oc2ccccc2)cc1	-21	-3	0.3	0	5	-0.23	15	-15[20 µM]	-4
23	CCn1cc(-c2cc(C(=O)O)on2)c(C)n1	-23	2	1.1	-1	1	0.52	6	-20	4
24	CCOc1c2ccc(C(=O)NC3CCCc4ccccc43)cc2nn1CC (stereo not drawn)	-28	-4	-0.5	-4	-8	2.5	6	-19[20 µM]	0
25	Cc1cc(NC(=S)Nc2ccc(C)c(Cl)c2)n[nH]1	-18	3	0.3	1	-6	-0.41	-6	-19	5
26	CC(C)NC(=O)c1ccccc1N(Cc1ccccc1)S(C)(=O)=O	-8	-4	0.9	0	-1	0.85	14	-16[20 µM]	0
27	CC1(C)CNc2cc([N+](=O)[O-])ccc2S1	-1	-2	0.9	1	-4	-0.24	7	-14	-3
28	COc1ccccc1-c1c(C)oc2c(CN3CCN(C)CC3)c(O)ccc2c1=O	-91	0	-0.1	-3	-1	0.45	-11	-16	3
29	Cc1nn(C(C)(C)C)c(C)c1/C=N/OC(=O)Nc1ccc(Cl)cc1	2	4	0.0	-5	3	-0.45	11	-17	-8
30	CCOC(=O)c1nn(-c2ccc(Cl)cc2)c2nc(CC)c(C#N)c(=O)n12	4	-6	0.5	0	25	-1	11	-23[20 µM]	-3

The list goes on; the last 2 above are carried over.
#	SMILES	hK5 inh	thrombin 1536	PERK inh	Wee1 stabilizer	FXIa inh 1536	Cl transport mod	FXIIa inh	Furin inhibitor	p97 inhibitor
29	Cc1nn(C(C)(C)C)c(C)c1/C=N/OC(=O)Nc1ccc(Cl)cc1	2	4	0.0	-5	3	-0.45	11	-17	-8
30	CCOC(=O)c1nn(-c2ccc(Cl)cc2)c2nc(CC)c(C#N)c(=O)n12	4	-6	0.5	0	25	-1	11	-23[20 µM]	-3
31	C#CCOCCOCCOCCNc1nc(N2CCN(C(=O)[C@H]([C@@H](C)CC)n3cc([C@@H](N)CO)nn3)CC2)nc(N2CCN(C(=O)[C@H](Cc3cc4ccccc4[nH]3)n3cc([C@@H](N)Cc4ccc(O)cc4)nn3)CC2)n1	-4	-4	.	.	-3	0.87	7	-23	.
32	CCN(CC)C(=O)Cn1cc(C(=O)C(=O)N2CCc3ccccc32)c2ccccc21	-10	1	1.0	2	-7	0.19	8	-1	-1
33	FC(F)(F)COc1nc(N2CCOCC2)nc(N(c2ccccc2)c2ccccc2)n1	-6	6	0.2	0	23	.	27	-10[20 µM]	-5
34	O=C(N1CCN(Cc2ccccc2)CC1)C12CC3CC(CC(C3)C1)C2	31	13	0.0	0	2	.	12	-10[20 µM]	-6
35	COc1cc(NC(=O)CN2C(=O)C(c3ccccc3)=NC23CCCCCC3)cc(OC)c1	3	-1	-0.2	1	10	-0.52	17	-11	2
36	Cc1oc(-c2ccccc2Cl)nc1CSCC(=O)NC1CC1	-9	1	0.0	3	7	.	18	-21	0
37	C/C(Cc1ccccc1)=N\NC(=O)CNC(=O)c1ccc2c(c1)OCCO2	-3	-11	0.4	1	-2	0.098	0	0	5
38	Cc1nc(N)c(C#N)c(-c2cccnc2)c1C	0	-1	0.7	-3	12	0.23	10	-8[20 µM]	-2
39	CC(C)(C)c1ccc(OC(=O)c2ccccc2)cc1	8	-3	1.4	1	4	-0.017	5	-16	-2
40	O=C(CSc1nnc(-c2ccncc2)n1C1CCCCC1)Nc1ccccc1	-6	-6	-0.2	-2	-13	1.3	-6	-8	-1
41	O=C(NN1C(=O)C2C3c4ccccc4C(c4ccccc43)C2C1=O)c1ccc(Cl)cc1 (stereo not drawn)	-16	-2	0.6	-2	4	0.8	11	6	3
42	Fc1ccc(-c2nnn(Cc3nc4ccccc4s3)n2)cc1	-12	0	-0.6	4	6	-0.74	16	-20	-3
43	CCCCN(CC)CCCNC(=O)Cn1nc(Cc2cccnc2)c2ccccc2c1=O	1	0	0.5	1	5	0.082	-2	-17[20 µM]	5
44	O=C(CNC(=S)NC(=O)c1ccc(Cl)cc1)c1ccccc1	-19	-11	0.3	1	8	1.8	9	-5	5
45	O=C(NN1CCOCC1)c1ccc(Cl)cc1	1	-8	0.5	3	2	0.45	4	-14	-2
46	CCOc1cc(/C=C/C(=O)Nc2ccc(C(=O)NCCN(CC)CC)cc2)ccc1OCC(C)C	-1	3	0.1	1	2	-0.011	6	-11	-3
47	Cc1cc(C)nc(NS(=O)(=O)c2ccc(NC(=O)c3cc(-c4ccccc4)nc4ccccc34)cc2)n1	-18	-18	0.1	1	0	-0.23	1	-4	1
48	CCCCC(=O)Nc1cccc(NC(=O)CC)c1	-1	-5	1.2	0	2	.	-2	-22[20 µM]	7
49	COC(=O)c1sc2nc(-c3ccccc3)c3c(c2c1N)CCCC3	-4	-7	2.0	2	-19	0.68	-27	-19[20 µM]	7
50	CCOC(=O)c1sc2nc(C)c([N+](=O)[O-])c(COC)c2c1N	-1	-2	1.1	2	2	0.73	4	-26	7
51	Cc1n[nH]c(C)c1S(=O)(=O)N1CCCC(C(=O)Nc2nccs2)C1 (stereo not drawn)	-13	-1	-0.4	1	1	0.74	13	5	-3
52	CC(=O)c1cnc(Nc2cccc(C)c2)s1	1	0	0.2	-2	3	-0.3	12	-11	4
53	Cn1cc(Br)c(C(=O)NC2C3CC4CC(C3)CC2C4)n1 (stereo not drawn)	-8	-4	-0.5	12*	-1	-0.21	7	-15[20 µM]	1
54	CC(C)(C)CC(C)(C)NCC(O)COc1ccc2c(c1)CCC2 (stereo not drawn)	.	.	-1.7	-4	.	1.2	.	-8[20 µM]	-5
55	CCOc1cc(/C=N/N2CCOCC2)ccc1OCc1ccc(C(=O)OC)o1	-1	-8	0.8	-1	-5	0.86	5	-13	3
56	CCn1c(COc2ccccc2)nnc1SCC(=O)C(C)(C)C	-11	-13	-0.7	-4	-1	.	11	-9	1
57	CCOC(=O)C1CCCN(Cc2ccc(OC)cc2OC)C1 (stereo not drawn)	-4	0	0.5	1	1	.	9	-17	4
58	CC(=O)c1cnc(Nc2ccc(C)cc2)s1	-3	4	1.2	1	-2	0.5	7	-2	1
59	O=C(Cn1c(=O)oc2ccccc21)Nc1ccccc1N1CCOCC1	2	-3	-0.3	-4	8	0.052	15	-11	-1

Along the list, as entered above:
Nos. 34–42 in Furin inhibitor read -10[20 µM], -11, -21, 0, -8[20 µM], -16, -8, 6, -20
